SRC2 TRFRET art: TR-FRET signal artefacts, primary screen, artefact control for PPARgamma SRC-2 agonist project, biochemical; TR-FRET artefact counter-screen; hits give high values; TR-FRET ratio at 8 µM; 200,000 tested, 0.4% active; in the data active = TR-FRET ratio above about 2000; note: inactives centre near 1500
PPARg SRC-2 ag: agonists of PPARg-SRC-2 recruitment, primary screen, biochemical, HTS; Peroxisome proliferator-activated receptor gamma (Homo sapiens), P37231; PPARgamma LBD-SRC-2 recruitment; activation, % at 8 µM; 200,000 tested, 0.34% active; AID 1032, 2008; in the data active = activation above about 22%;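 note: 0% = vehicle and 100% = reference agonist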
S1P3 antag: S1P3 receptor antagonists, primary screen, cell-based. 170,000 tested, 0.27% active. CHO S1P3 NFAT-BLA reporter, FRET fluorescence, antagonist mode. AID 485, 2006. inhibition, % at 4.98 µM. Sphingosine 1-phosphate receptor 3 (Homo sapiens), Q99500;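 active = inhibition above the plate cutoff, the mean inhibition of test wells on that plate plus 3 SD, cut at about 28% in these data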;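 note: cells challenged with S1P at its EC80 of 0.8 µM; blue over green emission ratio from cleaved BLA substrate after 4 h stimulation; 0% = S1P-stimulated wells and 100% = unstimulated DMSO-only wells; some compounds past the cut are filed as inactive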
Target sequence (Q99500 whole entry, looked up): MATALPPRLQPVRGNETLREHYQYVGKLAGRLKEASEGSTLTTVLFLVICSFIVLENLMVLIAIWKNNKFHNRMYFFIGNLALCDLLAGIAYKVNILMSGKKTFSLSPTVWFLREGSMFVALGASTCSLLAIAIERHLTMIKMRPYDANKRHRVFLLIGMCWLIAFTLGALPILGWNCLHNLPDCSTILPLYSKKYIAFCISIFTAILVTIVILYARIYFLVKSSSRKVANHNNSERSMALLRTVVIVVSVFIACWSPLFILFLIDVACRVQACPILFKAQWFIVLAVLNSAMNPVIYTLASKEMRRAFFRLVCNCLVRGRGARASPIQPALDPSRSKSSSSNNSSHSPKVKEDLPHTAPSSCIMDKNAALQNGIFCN
PPARg SRC-3 ag: PPARgamma agonists recruiting SRC-3 coactivator, primary screen, biochemical; activation, % at 8 µM; Peroxisome proliferator-activated receptor gamma (Homo sapiens), P37231; 200,000 tested, 0.26% active; biochemical PPARgamma/SRC-3 coactivator recruitment assay; in the data active = activation above about 23%;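 note: 0% = DMSO and 100% = reference agonist; some compounds past the cut are filed as inactive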
Diaph inh CS: diaphorase inhibitors and chemical oxidizers, primary screen, counter-screen for diaphorase-coupled primary assays, biochemical, uHTS, resorufin fluorescence; diaphorase resazurin-to-resorufin fluorescence, NADH, 16 min; bacterial (C. kluyveri) enzyme, not human; 190,000 tested, 0.69% active; inhibition, % at 20 µM; AID 1217, 2008;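 active = primary screen inhibition at 20 µM above a set limit, cut at about 50% in these data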;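 note: plate controls were DMSO with full reaction for no effect and wells lacking NADH for full effect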
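controls = No-NADH positive control and DMSO neutral control | system = Clostridium kluyveri diaphorase enzyme | timing = reaction incubation of 16 min at room temperature | signal = resorufin fluorescence 544/590 nm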
Diaph act CS: compounds boosting diaphorase resazurin reduction – biochemical, uHTS, resorufin fluorescence, counter-screen for diaphorase-coupled primary assays, primary screen. 190,000 tested, 0.005% active. Diaphorase/resazurin coupled assay, 16 min; hits give high values; 1 = vehicle wells, 0 = NADH-free wells. AID 1229, 2008. activation factor at 20 µM;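 active = diaphorase activity raised at least twofold by the compound at 20 µM; inactive = activation factor below 2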
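Material: Clostridium kluyveri diaphorase, purified enzyme; Quantity: enzyme 0.07 U/mL final; Medium: HEPES pH 7.4 buffer with MgCl2 and Tween 20; Dosing: single compound dose of 20 µM, 1% DMSO final; Schedule: 16 min reaction at room temperature; Measured by: red resorufin fluorescence at 544/590 nm excitation/emission.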
G6PDH counter: L. mesenteroides G6PDH inhibitors, counter-screen for G6PDH-coupled screening assays, biochemical, Leuconostoc mesenteroides enzyme; glucose-6-phosphate dehydrogenase [Leuconostoc mesenteroides]; 200,000 tested, 0.12% active; Purified L. mesenteroides G6PDH, diaphorase/resazurin coupled fluorescence, 45 min; inhibition, % at 5 µM; in the data active = inhibition above about 50%
PMI act: activators of human PMI, primary screen, biochemical, fluorescence intensity, near-Km mannose 6-phosphate | activation factor at 20 µM | 190,000 tested, 0.005% active | Mannose-6-phosphate isomerase (Homo sapiens), P34949 | AID 1214, 2008 | purified human PMI, coupled resazurin fluorescence, 20 min; hits give high values; 1 = vehicle control, 0 substrate-free wells;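 active = activation factor of 2 or more at 20 µM, relative to plate controls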
Target sequence (P34949 whole entry, looked up): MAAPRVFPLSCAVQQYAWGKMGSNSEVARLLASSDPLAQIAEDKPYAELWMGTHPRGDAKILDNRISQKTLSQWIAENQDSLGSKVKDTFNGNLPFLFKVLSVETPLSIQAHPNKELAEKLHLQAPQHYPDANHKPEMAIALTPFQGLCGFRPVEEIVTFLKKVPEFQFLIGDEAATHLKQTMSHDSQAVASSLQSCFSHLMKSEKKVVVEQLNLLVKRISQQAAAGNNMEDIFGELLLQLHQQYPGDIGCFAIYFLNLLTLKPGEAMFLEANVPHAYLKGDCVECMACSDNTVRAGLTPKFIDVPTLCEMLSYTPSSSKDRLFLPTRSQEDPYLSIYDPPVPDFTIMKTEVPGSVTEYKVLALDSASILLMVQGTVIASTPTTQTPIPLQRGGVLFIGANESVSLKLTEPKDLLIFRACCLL
PPARg SRC-1 ag: PPARgamma agonists recruiting SRC-1 coactivator, primary screen, biochemical | activation, % at 8 µM | 200,000 tested, 0.41% active | Peroxisome proliferator-activated receptor gamma (Homo sapiens), P37231 | PPARgamma-SRC-1 coactivator recruitment biochemical assay; in the data active = activation above about 19%;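 note: 0% = DMSO and 100% = reference agonist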
PMI act hi M6P: human PMI activators, high substrate, primary screen, biochemical, fluorescence intensity, near-saturating mannose 6-phosphate. Mannose-6-phosphate isomerase (Homo sapiens), P34949. coupled PMI enzyme assay, resazurin fluorescence, 20 min; hits give high values; 1 = untreated enzyme, 0 = substrate-free blank. activation factor at 20 µM. 190,000 tested, 0.34% active;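 active = activation factor of 2 or more at 20 µM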
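Test system: human phosphomannose isomerase with PGI, G6PDH, diaphorase coupling enzymes; amount: 15 ng/mL PMI; incubation: enzyme reaction with compound 20 min at room temperature; technique: resorufin fluorescence (Ex 544/Em 590 nm) from resazurin via diaphorase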
ROMK primary: ROMK potassium channel modulators, primary screen, cell-based, thallium flux, MLSMR library. B-score at 10 µM. AID 1918, 2009. Tet-inducible ROMK, thallium flux fluorescence; actives lie on both sides. 130,000 tested, 2% active. ATP-sensitive inward rectifier potassium channel 1 (Homo sapiens), P48048;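 active = signal ratio slope over the read window, or its plate-corrected B-score, at least 3 SD from the plate mean, either direction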;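 note: B-score of the F/F0 ratio slope over 7 to 12 s after thallium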
Numbers without * were called inactive; . = no result given.

SMILES | SRC2 TRFRET art | PPARg SRC-2 ag | S1P3 antag | PPARg SRC-3 ag | Diaph inh CS | Diaph act CS | G6PDH counter | PMI act | PPARg SRC-1 ag | PMI act hi M6P | ROMK primary
Cc1ccc2nc3c(cc(C(=O)NCC4CCCO4)c(=N)n3CCCOC(C)C)c(=O)n2c1 (stereo not given) | 1305 | 1 | -21 | -6 | 0 | 1 | 2 | 1 | -7 | 1 | .
COC(=O)c1cc(Br)c(=O)n(-c2ccc(C(C)=O)cc2)c1 | . | . | -1 | . | 15 | 0.8 | -4 | 1 | . | 1 | .
O=C(O)c1cnn(-c2ccccc2)c1-n1cccc1 | 1618 | 7 | -19 | 14 | 2 | 1 | 8 | 1.1 | 3 | 1 | .
COCCCNC(=O)C1CCC(CNS(=O)(=O)c2ccc(OC)cc2)CC1 (stereo not given) | 1571 | 4 | -1 | 1 | 5 | 0.9 | 3 | 1 | 0 | 1 | 1.2
COC(C(=O)NCc1ccccc1C)c1ccccc1 (stereo not given) | 1481 | 6 | -3 | -1 | 6 | 0.9 | 12 | 1.1 | 5 | 1.1 | .
CCCCCn1c(=O)[nH]c2cc(C(=O)NCCCN(C)Cc3ccccc3)ccc2c1=O | 1538 | -2 | -17 | -3 | 4 | 1 | -8 | 1 | 6 | 1 | -0.4
CC(O)CNc1cc(N)c([N+](=O)[O-])cc1[N+](=O)[O-] (stereo not given) | 1495 | 0 | 6 | -2 | 26 | 0.7 | 17 | 0.8 | -4 | 0.6 | .
Cc1cc(C)c2sc(N(CCCN(C)C)C(=O)c3ccc(Br)s3)nc2c1 | 1593 | 7 | -8 | 3 | -12 | 1.1 | -7 | 1.1 | 3 | 1.1 | -0.67
O=C(NCCN1CCOCC1)c1cc(Sc2cccc(Cl)c2)nc2ccccc12 | 1624 | 5 | 3 | 3 | 7 | 0.9 | -14 | 0.9 | -1 | 1 | .
Cc1ccc(C)c(NC(=O)CSc2nnc(-c3ccccc3)o2)c1 | 1547 | 4 | -41 | -1 | -6 | 1.1 | 8 | 0.9 | -4 | 1 | .
CCC(=O)OCC(=O)c1cc(C)n(-c2ccc(Br)cc2)c1C | 1637 | 11 | -8 | 11 | 12 | 0.9 | 4 | 1 | -1 | 1 | -0.88
CCOC(=O)c1[nH]c2ccc(C)cc2c1N | 1458 | 10 | . | 6 | 17 | 0.8 | 0 | 1 | 3 | 1 | -0.32
Cc1cc(=O)[nH]c(/N=C(\N)Nc2ccc(SC(F)F)cc2)n1 | 1571 | 10 | 0 | 3 | -2 | 1 | -2 | 1 | 4 | 1 | 1.5
CCC(CC)C(=O)NCCc1cc2ccc(C)cc2[nH]c1=O | 1447 | 9 | -9 | 5 | 13 | 0.9 | -10 | 0.8 | -4 | 0.9 | .
Cc1ccc(C(=S)NCS(=O)(=O)c2ccc(C)cc2)cc1 | 1666 | -1 | . | 13 | 31 | 0.7 | 2 | 1 | 4 | 0.9 | .
CCCCS(=O)(=O)c1sc2nc3c(cc2c1N)CCCC3 | 1577 | 9 | -6 | 3 | 19 | 0.8 | 0 | 1.1 | 0 | 1.2 | .
Cc1c(C(=O)OCC(=O)c2c(N)n(CC(C)C)c(=O)n(C)c2=O)oc2ccccc12 | 1596 | 9 | -4 | 6 | 25 | 0.8 | 8 | 0.9 | 0 | 0.9 | .
CCOC(=O)c1cc(C(C)(C)C)oc1CNC(=O)c1c(C)oc2c1CCCC2 | 1776 | 8 | . | -2 | 28 | 0.7 | 7 | 1 | 2 | 0.9 | -0.74
Cc1ccc(C(CC(=O)O)C2CCOC(C)(C)C2)cc1 (stereo not given) | 1385 | -5 | . | -3 | 10 | 0.9 | 3 | 1 | 6 | 1 | 0.4
COC(=O)c1c(C)[nH]c(C)c1-c1ccc([N+](=O)[O-])cc1 | 1732 | 18 | -6 | 6 | 11 | 0.9 | 1 | 1 | -1 | 1 | -1.2
COc1ccc(-n2c(Cn3nnc4ccccc43)nnc2SCC(=O)O)cc1 | 1570 | 5 | -13 | 10 | 11 | 0.9 | 10 | 1 | -3 | 0.9 | .
CC(C)c1nnc(N2C(=O)c3oc4ccccc4c(=O)c3C2c2ccco2)s1 (stereo not given) | 1530 | -2 | 14 | -2 | -6 | 1.1 | -4 | 1.3 | -2 | 1.2 | .
NC(=O)C1CCN(C(=O)COc2cccc3ccccc23)CC1 | 1625 | 5 | . | -11 | 9 | 0.9 | 16 | 1 | 0 | 1 | -0.6
CC1CCc2c(sc3ncn(CCO)c(=O)c23)C1 (stereo not given) | 1481 | 3 | 9 | -5 | 6 | 0.9 | 7 | 1.1 | -5 | 1.1 | -0.69
CN(C)S(=O)(=O)c1ccc2c(c1)nc(CCC(=O)NCc1ccc(Cl)cc1)n2C | 1666 | 7 | -2 | 1 | 4 | 1 | 2 | 1 | -4 | 1 | -1.5
O=C(CN1C(=O)C2C3C=CC(C4CC34)C2C1=O)Nc1cnc2ccccc2c1 (stereo not given) | 1518 | -3 | -1 | -3 | 1 | 1 | 10 | 0.9 | 4 | 1 | 0.35
CCc1ccc(C(C(=O)NC2CCCCC2)N(C(=O)CNC(=O)c2ccco2)c2cccnc2)cc1 (stereo not given) | 1389 | 12 | . | 2 | . | . | . | . | -4 | . | -0.14
CCCn1nnnc1NC(=O)c1cc(Cl)ccc1Cl | 1385 | 2 | 0 | 0 | 19 | 0.8 | -2 | 0.9 | 2 | 1 | .
CC1(C(=O)NCc2ccccc2)Oc2ccccc2NC1=O (stereo not given) | 1726 | 6 | . | -3 | 3 | 1 | 2 | 1 | 2 | 1.1 | 0.63
Cn1c(CO)cnc1SCc1c(Cl)cccc1Cl | 1645 | 0 | . | -3 | 7 | 0.9 | -2 | 1 | -3 | 1 | -0.51

Arranged by SMILES length (largest number first): four of the compounds above
SMILES | SRC2 TRFRET art | PPARg SRC-2 ag | S1P3 antag | PPARg SRC-3 ag | Diaph inh CS | Diaph act CS | G6PDH counter | PMI act | PPARg SRC-1 ag | PMI act hi M6P | ROMK primary
Cc1cc(=O)[nH]c(/N=C(\N)Nc2ccc(SC(F)F)cc2)n1 | 1571 | 10 | 0 | 3 | -2 | 1 | -2 | 1 | 4 | 1 | 1.5
Cc1ccc(C(CC(=O)O)C2CCOC(C)(C)C2)cc1 (stereo not given) | 1385 | -5 | . | -3 | 10 | 0.9 | 3 | 1 | 6 | 1 | 0.4
COC(C(=O)NCc1ccccc1C)c1ccccc1 (stereo not given) | 1481 | 6 | -3 | -1 | 6 | 0.9 | 12 | 1.1 | 5 | 1.1 | .
Cn1c(CO)cnc1SCc1c(Cl)cccc1Cl | 1645 | 0 | . | -3 | 7 | 0.9 | -2 | 1 | -3 | 1 | -0.51

(list continues)
SMILES | SRC2 TRFRET art | PPARg SRC-2 ag | S1P3 antag | PPARg SRC-3 ag | Diaph inh CS | Diaph act CS | G6PDH counter | PMI act | PPARg SRC-1 ag | PMI act hi M6P | ROMK primary
COc1ccc(Nc2nnc(SCC(=O)/C=C3/N(C)c4ccccc4C3(C)C)s2)cc1 | 1604 | 4 | -14 | 9 | 26 | 0.7 | 6 | 1.3 | 0 | 1.1 | -0.49
COc1nc(Nc2ccc([N+](=O)[O-])cc2)nc(NC(C)C)n1 | 1632 | -2 | 4 | -3 | 18 | 0.8 | 20 | 0.7 | 3 | 0.8 | -1.5
CC(=O)c1c(C)[nH]c(C(=O)OCC(=O)N2CC(=O)Nc3ccccc32)c1C | 1807 | 17 | -14 | -2 | 8 | 0.9 | 10 | 0.9 | 7 | 0.9 | 0.9
Cc1ccc2nc(SCC(=O)c3cc(C)n(C)c3C)[nH]c2c1 | 1470 | 3 | . | 1 | 14 | 0.9 | 11 | 0.9 | 0 | 0.9 | 2.3
Cc1ccccc1-c1nnc(NC(=O)c2cc3ccccc3oc2=O)s1 | 1561 | 7 | -11 | 6 | 6 | 0.9 | 11 | 1 | 1 | 1.1 | -0.0076
CCn1c(C)nc2cc(C(=O)NNC(=O)Nc3cccc(Cl)c3)ccc21 | 1585 | -1 | 4 | -2 | 7 | 0.9 | 3 | 1 | 3 | 1 | 0.15
CCCCn1cc(SCC(=O)O)c2ccccc21 | 1599 | 3 | -1 | 0 | 6 | 0.9 | -14 | 1 | 5 | 1 | 0.17
CCOC(=O)C1=C(C)Nc2nc(=S)[nH]n2C1c1ccc(Cl)cc1 (stereo not given) | 1596 | 10 | . | 20 | 16 | 0.8 | 0 | 0.9 | 2 | 0.9 | .
Cc1cc(C)cc(-n2cccc2/C=C2/C(=N)N3C(=NC2=O)SN=C3S(C)(=O)=O)c1 | 1751 | 5 | -18 | 2 | 30 | 0.7 | -5 | 1.3 | 0 | 1.3 | 1.5
CSc1cccc(NC(=O)/C=C/c2ccc(Cl)cc2)c1 | 1535 | 1 | . | 10 | 16 | 0.8 | -4 | 0.9 | 4 | 0.9 | 0.15
O=C(c1ccc(S(=O)(=O)N2CCOCC2)cc1)N(c1cccc(Cl)c1)C1C=CS(=O)(=O)C1 (stereo not given) | 1596 | 5 | -8 | 3 | 18 | 0.8 | 4 | 1 | -4 | 1 | 0.4
N/C(Cc1ccc(Cl)cc1Cl)=N\OC(=O)c1ccccc1F | 1554 | -4 | -28 | 2 | 21 | 0.8 | 7 | 0.8 | -3 | 0.8 | 0.7
CCOC(=O)c1cc(C)sc1NC(=O)c1ccc(Cl)s1 | 1410 | 4 | . | 3 | 12 | 0.9 | -3 | 1 | 3 | 1 | .
Cn1c(NCc2ccco2)nc2c1c(=O)n(Cc1ccc(Br)cc1)c(=O)n2C | 1568 | 2 | -30 | 10 | 31 | 0.7 | -8 | 0.8 | 4 | 0.8 | .
CCCCc1nc2ccccc2c(=O)n1NC(=O)c1c(O)c2c(n(CC(C)C)c1=O)CCCC2 | 1531 | -4 | 8 | 2 | 15 | 0.9 | -1 | 1 | -4 | 1.1 | 0.11
COCCNC(=O)CSc1nc(-c2ccccc2)cs1 | 1649 | 4 | . | 1 | 10 | 0.9 | -2 | 1.1 | 4 | 1 | .
